SNCA expr inh: reduces expression of the alpha-synuclein gene | HEK-293 SNCA-luciferase knock-in, luminescence, 24 h | Potency, µM (highest dose often 57.2 µM), for the others: top-dose activity change, negative = inhibition, actives largely listed as inhibitors | hit rate 0.17% among 140,000;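 note: potency is the fitted concentration of half-maximal effect; plate controls were DMSO cells for no effect and cell-free wells for full effect; nearly all actives have a fitted effect of over 45% in size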
IP6K1 inhibitor: IP6K1 kinase inhibition. IP6K1 kinase, ADP-Glo luminescence, 2 h; active compounds read low. hit rate 0.81% among 140,000. activity change, % (series mostly up to about 58 µM); in the data active = activity change below about -25%
Target sequence (Q92551 whole entry, looked up): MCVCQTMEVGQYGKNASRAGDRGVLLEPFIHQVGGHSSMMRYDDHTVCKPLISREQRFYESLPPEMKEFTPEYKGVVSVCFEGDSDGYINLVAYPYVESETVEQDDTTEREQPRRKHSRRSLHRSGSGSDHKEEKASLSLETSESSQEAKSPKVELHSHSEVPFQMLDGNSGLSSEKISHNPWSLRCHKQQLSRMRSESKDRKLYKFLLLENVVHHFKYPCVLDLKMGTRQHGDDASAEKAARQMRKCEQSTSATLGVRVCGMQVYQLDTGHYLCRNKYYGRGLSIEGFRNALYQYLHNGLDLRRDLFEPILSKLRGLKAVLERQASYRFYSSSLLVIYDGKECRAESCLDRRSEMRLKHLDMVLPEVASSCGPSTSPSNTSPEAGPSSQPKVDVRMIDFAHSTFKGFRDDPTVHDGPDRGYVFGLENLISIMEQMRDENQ
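ADP-Glo luminescence measures ADP made by human IP6K1 during a 2 h RT reaction with ATP/IP6 (mix at 1.3 mM/130 uM); top library doses 57.5 and 19.1 uM final.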
3T3 cytotox: kills NIH 3T3 cells; NIH 3T3 viability, CellTiter-Glo ATP luminescence, 48-72 h; Potency, µM (doses to about 96.7 µM), for the others: at the top dose activity change, negative = cytotoxicity, hits mostly inhibitors; hit rate 4.3% among 94,000; AID 1345082; note: potency is the fitted concentration of half-maximal effect; nearly all actives have a fitted effect of over 55% in size
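Cytotoxicity is measured as loss of cellular ATP: NIH 3T3 cells (400/well) are exposed to compound for 48 or 72 hr at 37 °C, then CellTiter-Glo luminescence is imaged after 10 min at room temperature.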
HEK293 viab: counter-screen for SNCA expression inhibitors: cell viability. hit rate 0.12% among 150,000. AID 1671193. HEK-293-SNCA-luc viability, GF-AFC fluorescence, 24 h. Potency, µM (titrated, usually from 57.1 µM), for inactives: top-dose activity change, negative = cytotoxicity, most hits filed as cytotoxic;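 note: potency is the fitted concentration of half-maximal effect; 0% = DMSO-treated cells and -100% = medium-only wells without cells; nearly all actives have a fitted effect of over 30% in size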
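HEK-293-SNCA-luc cells (1500/well) plated 24 h, then exposed 24 h to a dilution series; GF-AFC added 30 min at 37C, fluorescence 405/540 nm; normalised to medium-only and DMSO wells, Hill fit.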
Luciferase inh: blocks purified firefly luciferase enzyme activity; purified P. pyralis luciferase, luminescence, biochemical; P08659; hit rate 2.5% among 76,000; Potency, µM (series often up to 115 µM), without a hit: top-dose activity change, negative = inhibition, hits mostly inhibitors; note: potency is the fitted concentration of half-maximal effect; nearly all actives have a fitted effect of over 65% in size
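Purified P. pyralis luciferase (10nM final) in 50mM Tris acetate pH 7.5, 10mM Mg acetate, 0.01% Tween-20, 0.05% BSA with 10uM D-luciferin and 10uM ATP. Compounds titrated qHTS. Luminescence imaged on CCD.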
GPT2 inh: inhibitors of human GPT2 alanine aminotransferase; hit rate 0.25% among 100,000; Q8TD30; Recombinant GPT2, coupled pyruvate oxidase/HRP Amplex Red fluorescence; Potency, µM (top dose mostly 57.7 µM), without a hit: at the top dose activity change, negative = inhibition, usual class: inhibitors; note: potency is the fitted concentration of half-maximal effect; nearly all actives have a fitted effect of over 60% in size; many of its hits are not listed in these tables
Target sequence (Q8TD30 whole entry, looked up): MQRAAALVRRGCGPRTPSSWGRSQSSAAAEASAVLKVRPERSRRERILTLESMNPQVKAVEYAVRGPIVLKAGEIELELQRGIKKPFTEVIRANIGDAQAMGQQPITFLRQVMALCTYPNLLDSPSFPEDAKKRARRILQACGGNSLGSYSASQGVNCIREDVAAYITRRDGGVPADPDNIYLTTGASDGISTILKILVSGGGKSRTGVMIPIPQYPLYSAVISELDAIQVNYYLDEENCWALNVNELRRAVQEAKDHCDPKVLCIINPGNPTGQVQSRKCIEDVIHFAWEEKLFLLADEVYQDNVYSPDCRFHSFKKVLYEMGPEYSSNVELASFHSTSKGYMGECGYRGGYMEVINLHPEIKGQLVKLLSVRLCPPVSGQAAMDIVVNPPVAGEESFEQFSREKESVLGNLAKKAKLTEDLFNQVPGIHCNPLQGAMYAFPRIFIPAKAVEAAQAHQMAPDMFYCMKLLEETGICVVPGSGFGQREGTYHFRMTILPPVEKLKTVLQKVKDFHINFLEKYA
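Fluorescence read-out: pyruvate from GPT2 turnover coupled to pyruvate oxidase, HRP and Amplex Red (0.2mM ThPP, 0.2U/mL PO and HRP, 50uM Amplex final). Substrates 250uM a-KG, 2mM L-alanine; enzyme 10ng/uL; 30 min RT.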
HEK cytotox: cytotoxic compounds in HEK 293 cells; HEK 293 viability, ATP luminescence (CellTiter-Glo), 48-72 h; Potency, µM (series often up to 115 µM), for the others: at the highest dose activity change, negative = cytotoxicity, actives largely listed as inhibitors; hit rate 6.6% among 94,000; AID 1345083; note: potency is the fitted concentration of half-maximal effect; nearly all actives have a fitted effect of over 60% in size
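250 HEK 293 cells/well; compound by pintool; incubated 48 or 72 hr at 37 degree Celsius; CellTiter-Glo added, 10 min RT, luminescence imaged.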
* hit, by the source's call; i = inactive; ? = inconclusive; · = no result given; & = joins results of further samples; [ ] = dose if it differs, or a comment. Unless noted, calls come from the whole dose curve; as a rule, active = well fitted curve in the direction sought with a large enough effect; inconclusive = small, poorly fitted or top-dose-only effect, or another doubt; inactive = no such curve, though single readings can be large; an effect the other way counts as inactive or inconclusive. Unless noted, % is set by controls: 0 for no effect and ±100 for the full control effect.

mol	SNCA expr inh	IP6K1 inhibitor	3T3 cytotox	HEK293 viab	Luciferase inh	GPT2 inh	HEK cytotox
CCN1C(=O)C2CC3(CCN(Cc4ccc5c(c4)CCO5)CC3)CN2C1=O (stereo not given)	-14%	12	-23%	4%	·	2%	?
C=C1C[C@@]23CCC4[C@@](C)(CCC[C@@]4(C)C(=O)OC)C2CC[C@@H]1C3 (stereo not given in full)	·	-6	·	5%	·	4%[27.3 µM]	·
CN1CC(=O)N(c2ccccc2)Cc2c(NCC(C)(C)C)ncnc21	-14%[87.6 µM]	-5	?	3%[87.6 µM]	0%[172 µM]	i	-17%[172 µM]
CCN(CC)C(=O)C(NC(=O)c1cccc(C)c1)C1CCN(C(=O)C2CC2)CC1 (stereo not given)	-10%	-2	-4%	-8%	1%	i	i
O=C(CC1CCOC2(CCN(S(=O)(=O)c3ccccc3)CC2)C1)N1CCOCC1 (stereo not given)	?	-3	-17%	5%	9%	i	-30%
CC(C)OCCCNC(=O)c1cc(C2CC2)nc2onc(C3CCNC3)c12 (stereo not given)	5%	4	-9%	3%	·	4%	-17%
CCC(=O)N1CCc2cc(S(=O)(=O)NC(Cc3ccccc3)C(=O)Nc3ccc(C)cc3)ccc21 (stereo not given)	?	6	·	-7%	·	·	·
C=C1/C(=C/C=C2\CCC[C@]3(C)[C@@H]([C@H](C)CC[C@@H](O)C(C)(C)O)CC[C@@H]23)C[C@@H](O)C[C@@H]1O	·	-2	·	-16%	·	1%	·
Cn1nc(C2CCN(C(=O)C3CCCO3)CC2)c2c1CCOC2 (stereo not given)	-2%	3	i	2%	3%	i	13%
Cc1noc([C@@H]2CC(F)(F)CN2C(=O)CCc2c(C)noc2C)n1	-3%	11	5%	-6%	-1%	?	-7%
O=C(C[C@@H]1CCNC[C@@H]1Cc1cc(CSc2ccccc2)on1)NCc1ccc(F)cc1	-12%	1	?	-14%	10%	?	?
COc1ccc(-c2cccc(C(=O)N3CCC(NC(=O)c4ccc(C)cc4)CC3)c2)nn1	·	5	?	·	·	·	?
CN1CC(=O)N(C2CCNC2)Cc2c(NC3CCCC3)ncnc21 (stereo not given)	2%	-14	1%	-1%	·	i	?
CCN1C(=O)C2CC3(CCN(C(=O)CCc4ccccc4)CC3)CN2C1=O (stereo not given)	-10%	-5	-20%	18%	-14%	?	-25%
O=C(C1CC(=O)N(c2n[nH]c3ccccc23)C1)N1CCC(c2noc3cc(F)ccc23)CC1 (stereo not given)	?	10	14µM*	-27%	0%	i	13µM*
Cn1cnc(C(=O)N2CCCCCCn3c(nnc3-c3ccc(F)cc3)CC2)c1	-18%	1	-21%	?	-13%	i	1%
COc1ccc(OCc2nc(C#N)c(NCc3ccccc3Cl)o2)cc1	-5%	11	·	5%	·	·	·
O=C(NCCc1ccccc1)c1nn(-c2ccc(F)cc2)nc1CO	0%	46	·	13%	·	·	·
COc1ccc(NC(=O)c2oc3ccc(S(=O)(=O)N4CCOCC4)cc3c2C)cc1	-8%	56	·	-13%	·	·	·
O=C(c1cn[nH]c1-c1ccccc1)N1CC2CC(C1)[C@H]1CCCC(=O)N1C2 (stereo not given in full)	-15%	7	1%	2%	-9%	i	1%

Continued, starting with the last two of the part before.
mol	SNCA expr inh	IP6K1 inhibitor	3T3 cytotox	HEK293 viab	Luciferase inh	GPT2 inh	HEK cytotox
COc1ccc(NC(=O)c2oc3ccc(S(=O)(=O)N4CCOCC4)cc3c2C)cc1	-8%	56	·	-13%	·	·	·
O=C(c1cn[nH]c1-c1ccccc1)N1CC2CC(C1)[C@H]1CCCC(=O)N1C2 (stereo not given in full)	-15%	7	1%	2%	-9%	i	1%
COCCNC(=O)C(C)[C@@H]1CC[C@@]2(C)CC[C@H](NC(=O)c3cnccn3)[C@@H](C)[C@@H]2[C@H]1O (stereo not given in full)	13%[87.6 µM]	13	-12%[138 µM]	5%[87.6 µM]	0%[172 µM]	-14%[88.5 µM]	-5%[172 µM]
CCc1ccc(-n2nc(CO)c(C(=O)NCCOC)n2)cc1	66%[activator]	18	·	13%	·	·	·
Cc1cccc(CC(=O)N2CCCCC2c2nc(C3CC3)n[nH]2)c1 (stereo not given)	13%	-9	-16%	1%	-13%	i	-9%
Cn1ncc2c(C(=O)N3CCC(C#N)CC3)cc(-c3ccc(Cl)cc3Cl)nc21	44%[activator]	4	-32%	-14%	·	-44%	?
Cc1nc2c(c(-c3ccc(Cl)cc3)n1)CCN(C(=O)c1cccc(Cl)c1)CC2	?	4	?	?	6%	5%	?
CC(=O)c1ccc(NS(=O)(=O)c2cc(-c3cc(C)no3)ccc2C)cc1	-15%	17	·	-16%	·	·	·
CCOc1ccccc1Oc1ncnc2c1oc1ccccc12	?	1	·	-11%	·	·	·
CN(CCc1ccccc1)C(=O)c1cc(-c2ccc[nH]2)n[nH]1	35%[activator]	-1	-29%	?	-3%	-3%	-17%
Cn1ncc2c(C(=O)NCC3CC3)cc(-c3ccccc3F)nc21	·	-1	?	·	·	·	?
Cc1ccc(NC(=O)c2cc3n(n2)CC(c2ccc4c(c2)OCO4)OC3)cc1Cl (stereo not given)	1%	-7	?	4%	-20%	2%	?
Cc1ccc(CN2CCc3oc(C)c(C(=O)NCCCN4CCN(C)CC4)c3C2)cc1	18%	-7	?	?	-14%	-5%	?
CCn1cc(CN2C[C@@H](COC)[C@H](c3nc(COC)no3)C2)cn1	4%	-10	2%	5%	3%	1%	0%
C=CCNC1=C2C[C@@H](C)C[C@H](OC)[C@@H](O)[C@@H](C)C=C(C)[C@H](OC(N)=O)[C@@H](OC)C=CC=C(C)C(=O)NC(=CC1=O)C2=O	?	·	·	-24%	·	3%	·
COc1ccc(-c2nc(C)nc3c2CN([S+](=O)([O-])c2ccc(C)cc2)CC3)cc1	?	21	-22%	-4%	-6%	0%	-26%
Cc1noc(-c2cn(C3CCN(C(=O)c4ccc5c(c4)OCO5)C3)nn2)n1 (stereo not given)	3%	1	-9%	-20%	4%	i	0%
CC(C)CCN1CCC2(C1)NC(=O)c1ccccc1CO2 (stereo not given)	-4%&-18%[87.6 µM]	32&18	-26%&-9%[138 µM]	5%&-3%[87.6 µM]	-8%&-3%[172 µM]	i	-15%&-8%[172 µM]
Cc1cn(C2C=CC(CO)O2)c(=O)[nH]c1=O (stereo not given)	·	51	·	-10%	·	?	·
O=C1COCCN1C1CCN(Cc2ccc(C(F)(F)F)cc2)CC1	-24%&26%	2&-10	-10%&-11%	1%&6%	·	-20%	-22%&-17%
CCCCn1c(=O)n(CC2CCC(C(=O)NCCCOC)CC2)c(=O)c2sccc21 (stereo not given)	3%	-11	·	8%	·	·	·
O=C(NCCc1cccs1)c1ccc(Cn2ccn3nc4c(c3c2=O)CCCC4)cc1	13%	7	?	0%	-11%	-5%	?

Molecules from the list above that have a thiophene ring, fused or not, in the order listed:
mol	SNCA expr inh	IP6K1 inhibitor	3T3 cytotox	HEK293 viab	Luciferase inh	GPT2 inh	HEK cytotox
CCCCn1c(=O)n(CC2CCC(C(=O)NCCCOC)CC2)c(=O)c2sccc21 (stereo not given)	3%	-11	·	8%	·	·	·
O=C(NCCc1cccs1)c1ccc(Cn2ccn3nc4c(c3c2=O)CCCC4)cc1	13%	7	?	0%	-11%	-5%	?

Additional compounds.
mol	SNCA expr inh	IP6K1 inhibitor	3T3 cytotox	HEK293 viab	Luciferase inh	GPT2 inh	HEK cytotox
COc1ccc(-c2cnc([C@@H]3COCCN3)[nH]2)cc1	-5%[87.6 µM]	-10	5%[230 µM]	-3%[87.6 µM]	?	2%[88.5 µM]	i
Cc1ccc(C(=O)NCc2cccnc2Oc2ccccc2)cn1	-11%	20	1%	-8%	-6%	i	3%
O=C1OC2(CCNCC2)CN1Cc1cc(C(F)(F)F)ccc1F	7%	2	2%	-14%	3%	i	-10%
Cc1ccc(-c2nccc(N3CCC(O)C3)n2)c(C)c1 (stereo not given)	59%[activator]	-11	-5%	3%	1%	i	5%
CCc1ccc2c(c1)c(=O)c(S(=O)(=O)c1ccc(Cl)cc1)cn2CC	-29%	0	·	2%	·	·	·
Cc1cc(C)c2c(=O)cc(C(=O)Nc3sc4c(c3C(=O)NCc3ccco3)CCCC4)oc2c1	?	22	·	-3%	·	·	·
COc1ccc(-c2ccc(C(=O)NC3CCOCC3)cc2)nn1	·	13	-30%[138 µM]	·	·	·	-3%[172 µM]
CC(=O)N1CCN(C(=O)c2cccs2)[C@H](C(=O)N[C@@H](CC2CCCCC2)C(N)=O)C1	-16%[87.6 µM]	-7	-13%[138 µM]	4%[87.6 µM]	1%[172 µM]	-9%[88.5 µM]	-2%[172 µM]
CNC(=O)[C@@H]1C[C@H](Oc2ccccc2)CN1C(=O)CCc1ccccc1	36%[activator]	9	-8%	-13%	-1%	?	-23%
CC1=C[C@@H](CNC(=O)C2CCCCC2)[C@H](C(C)C)C[C@H]1CC(=O)NCc1cccnc1	-7%[87.6 µM]	16	?	-14%[87.6 µM]	-5%[172 µM]	2%[88.5 µM]	?
CC[C@]12C=CCN3CC[C@@]4(c5cc([C@@]6(C(=O)OC)C[C@H]7C[C@@H](C(C)(F)F)CN(Cc8c6[nH]c6ccccc86)C7)c(OC)cc5N(C)[C@H]4[C@@](O)(C(=O)OC)[C@H]1OC(C)=O)[C@@H]32	-28%	·	·	?	·	i	·
COc1ccc(Cc2nc3nccc(-c4cccs4)n3n2)cc1	61%[activator]	4	?	1%	?	?	?
Cc1noc(-c2cccs2)c1C(=O)NCCC(c1ccccc1)c1ccccc1	-21%	-20	-26%	-2%	2%	-3%	?
CNC(=O)[C@@H]1C[C@H]2CN(C)C(=O)c3cccc(c32)N1C(=O)COc1ccccc1	8%[25.6 µM]	-4	-9%[46.1 µM]	6%[23.9 µM]	·	i	?
O=C(NCc1ccccc1)C1CCC(=O)N1C1CCN(C(=O)c2ccc(F)cc2F)CC1 (stereo not given)	22%	20	-12%	4%	-2%	i	-14%
COc1ccc(CNC(=O)N2CCC(OC3CCN(S(C)(=O)=O)CC3)CC2)cc1	8%	11	-2%	-2%	-11%	-3%	-3%
COc1cccc(-c2ccc(NC(=O)C3CCCN(Cc4cc(C(C)C)n[nH]4)C3)cc2)c1 (stereo not given)	-16%	6	40µM*	-20%	-6%	-4%	22µM*
CC(C)CN(C1CCN(C)CC1)C1CN(C(=O)COCc2ccccc2)C1	-22%	-14	?	-16%	·	i	-5%
CC(=O)Nc1ccc2nc3c(=O)n(C)c(=O)n(C)c3nc2c1C	18%	0	·	15%	·	·	·
Cc1cccc(C(=O)N2C(C(=O)NCc3ccccc3)COC23CCN(C(=O)CC(C)(C)C)CC3)c1 (stereo not given)	-15%	12	-21%	4%	-5%	i	-2%

The list is partial; the hit share may differ from the screen's.
